Source: PubChem BioAssay
bovine MsrA act – activates bovine MsrA enzyme. purified bovine MsrA, absorbance read-out. activation, % at 10.6 µM. hit rate 0.3% among 360,000; in the data active = activation above about 7.5%;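 note: 0% = vehicle and 100% = reference activator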
CendR NRP1 mod – alters CendR peptide binding to human NRP-1; FAM-RPARPAR peptide binding to NRP-1, fluorescence polarization; inhibition, % at 25 µM; hit rate 0.85% among 360,000; AID 602438;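 active = inhibition or corrected inhibition above about 18%, plus a signal ratio from 0.5 to 1.5, limit read from the data, passing the limit was not always enough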; note: strong numbers were not always called active
FAS TE block – inhibitors of human fatty acid synthase thioesterase domain. recombinant FAS-TE, OMFH fluorogenic substrate, fluorescence endpoint. P49327. hit rate 0.67% among 360,000. inhibition, % at 15 µM;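 active = compounds whose normalised, plate-corrected inhibition of enzyme fluorescence in the single-dose primary screen is 50% or more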;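 note: 0% = DMSO with enzyme and 100% = substrate without enzyme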
TbMetRS inhib – blocks T. brucei methionyl-tRNA synthetase activity. purified T. brucei MetRS, ATP depletion, Kinase-Glo luminescence. inhibition, % at 11.9 µM. hit rate 0.4% among 360,000. AID 624268;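 active = inhibition above a per-plate cutoff of the control wells' mean inhibition plus 3 SD, cut at about 5.5% in these data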;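 note: 0% = DMSO wells median and 100% = median of wells with control inhibitor compound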
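Material: T. brucei methionyl-tRNA synthetase, purified; reagent: substrates ATP, L-methionine and bulk Escherichia coli tRNA; dosing: 11.9 µM single point; timing: 15 min plus 2 h at 25 °C; detection: luminescence of leftover ATP; evaluation: % inhibition; control set: DMSO-only wells as low control; replicates: singlicate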
SKN-1 block – inhibitors of C. elegans SKN-1; AID 624304; C. elegans VP596 Pgst-4::GFP/RFP ratio, acrylamide-induced, 24 h; inhibition, % at 21.8 µM; hit rate 0.49% among 360,000;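 active = interference check ratio from 0.5 to 1.5 plus GFP to RFP signal ratio inhibition reaching or exceeding a fixed threshold, cut at about 30% in these data, passing the limit was not always enough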; note: some compounds called inactive have numbers as strong as hits
PABP1 MLLE inh – inhibitors of microRNA-mediated deadenylation, human PABP1 MLLE binding; P11940; GST-MLLE / FITC-PAM2 fluorescence polarization; inhibition, % at 20 µM; hit rate 0.36% among 360,000; AID 588489; in the data active = inhibition above about 35%, passing the limit was not always enough;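 note: plate controls were DMSO wells with GST-MLLE for no effect and wells lacking GST-MLLE protein for full effect; some results filed as inactive read as strong as hits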
E coli Lon inh – inhibits E. coli Lon protease; P0A9M0; purified E. coli Lon protease, fluorescence polarization; inhibition, % at 7.94 µM; hit rate 0.42% among 360,000; AID 602123; in the data active = inhibition above about 13%, passing the limit was not always enough;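 note: 0% = enzyme with probe and DMSO and 100% = no enzyme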
Target sequence (P0A9M0 whole entry, looked up): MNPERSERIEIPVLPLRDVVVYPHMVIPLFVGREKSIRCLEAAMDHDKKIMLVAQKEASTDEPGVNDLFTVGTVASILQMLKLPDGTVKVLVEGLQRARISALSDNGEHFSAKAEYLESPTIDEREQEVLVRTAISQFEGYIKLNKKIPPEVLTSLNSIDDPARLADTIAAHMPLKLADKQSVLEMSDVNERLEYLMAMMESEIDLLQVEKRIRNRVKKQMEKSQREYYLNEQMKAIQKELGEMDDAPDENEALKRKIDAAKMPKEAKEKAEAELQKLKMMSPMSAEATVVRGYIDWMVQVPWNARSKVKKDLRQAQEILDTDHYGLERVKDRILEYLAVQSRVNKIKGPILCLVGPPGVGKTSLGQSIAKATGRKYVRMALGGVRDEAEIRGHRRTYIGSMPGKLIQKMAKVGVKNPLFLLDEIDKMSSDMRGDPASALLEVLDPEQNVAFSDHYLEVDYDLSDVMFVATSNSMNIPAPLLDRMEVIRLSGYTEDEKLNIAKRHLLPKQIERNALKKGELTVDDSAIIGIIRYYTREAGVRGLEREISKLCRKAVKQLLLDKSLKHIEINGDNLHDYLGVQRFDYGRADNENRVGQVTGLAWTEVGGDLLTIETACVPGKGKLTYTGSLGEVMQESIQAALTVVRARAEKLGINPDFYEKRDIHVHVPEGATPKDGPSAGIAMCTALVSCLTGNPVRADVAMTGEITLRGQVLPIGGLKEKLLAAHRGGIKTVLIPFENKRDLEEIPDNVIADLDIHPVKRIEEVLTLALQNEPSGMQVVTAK
MT1-MMP act inh – blocks activation of human MT1-MMP; P50281; HT1080 RFP-PRO-GFP cells, GFP/RFP ratio fluorescence, overnight; percent of plate control window, DMSO zero; GFP/RFP ratio change, % at 20 µM; hit rate 0.061% among 360,000;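 active = GFP/RFP ratio change of at least 30% with cell ATP level not reduced by more than half and red fluorescence within 50% of control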; note: strong numbers were not always called active
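Material: RFP-PRO-GFP reporter HT1080 cells. Dosing: single-point 20 µM compound, 1% DMSO. Controls: DMSO and RFP-L50D-GFP cell wells. Timing: cells overnight before dosing, compound overnight, 37 °C, 5% CO2. Measure: GFP/RFP fluorescence ratio.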
MsrA inhibitor – inhibitors of bovine MsrA; purified bovine MsrA, absorbance read-out; inhibition, % at 15.5 µM; hit rate 0.75% among 360,000; AID 651718; in the data active = inhibition above about 4.5%;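 note: 0% = vehicle wells with enzyme and 100% = reference inhibitor wells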
* hit, by the source's call; nt = not tested or not shown.

SMILES | bovine MsrA act | CendR NRP1 mod | FAS TE block | TbMetRS inhib | SKN-1 block | PABP1 MLLE inh | E coli Lon inh | MT1-MMP act inh | MsrA inhibitor
COc1ccc(NC(=O)C2CCN(c3cnccn3)CC2)cc1OC | -2 | 4 | -2 | 0.2 | -12 | 3 | 2 | 0 | -0.9
O=C(CCC1N=C2c3ccccc3N=C(SCc3ccc(Cl)cc3)N2C1=O)NCc1ccco1 (stereo not drawn) | -13 | 2 | 15 | -0.8 | -7 | -9 | -15 | 4 | 0.2
COc1ccc(OC)c(NC(=O)CNC(=O)c2cccs2)c1 | -2 | -11 | -6 | 0.2 | -1 | 4 | -4 | 2 | -0.4
C=CCn1c(SCC(=O)N2CC(C)OC(C)C2)nnc1-c1ccncc1 (stereo not drawn) | -13 | 8 | -12 | -0.6 | -16 | -62 | -2 | -6 | -0.5
CCSc1nnc(NC(=O)c2ccc3ccccc3n2)s1 | 0 | -16 | -2 | 0.0 | -41 | 5 | 3 | 1 | 0.2
COC(=O)c1ccc(Cl)c(NC(=O)CN(c2ccc3c(c2)OCO3)S(C)(=O)=O)c1 | -4 | 3 | 5 | -0.3 | -5 | -9 | 6 | 1 | -1.7
CC1CCCCN1S(=O)(=O)c1ccc(NC(=O)c2cccs2)cc1 (stereo not drawn) | 1 | 1 | 15 | -0.1 | 14 | 1 | 0 | -1 | -1.3
O=[N+]([O-])c1cc(/C=N/N2CCN(Cc3ccccc3)CC2)ccc1Cl | -9 | -5 | 10 | -1.7 | 0 | -3 | -3 | 3 | nt
CCC1CSC(Nc2ccc(C(=O)/C=C/c3ccc(Br)cc3)cc2)=N1 (stereo not drawn) | -4 | 8 | 20 | -0.8 | 29 | 16 | -10 | -8 | 2.4
CCOc1ccccc1/C=C/c1onc(C)c1S(=O)(=O)N1CCC(C(=O)N(CC)CC)CC1 | -3 | 14 | 22 | 0.0 | 22 | 7 | -4 | -7 | 1.9
NNC(=O)C(=O)Nc1ccc(Cl)c(Cl)c1 | 0 | 19 | -8 | -0.8 | -7 | 0 | -1 | 0 | -0.5
COCCn1c(-c2ccc(NC(C)=O)cc2)nc2c1c(=O)[nH]c(=O)n2CC(C)C | -5 | -3 | -4 | 0.7 | 6 | -16 | -10 | 0 | 1.0

Sorted by value in SKN-1 block (ascending): three of the compounds above.
smiles | SKN-1 block
CCSc1nnc(NC(=O)c2ccc3ccccc3n2)s1 | -41
COC(=O)c1ccc(Cl)c(NC(=O)CN(c2ccc3c(c2)OCO3)S(C)(=O)=O)c1 | -5
COCCn1c(-c2ccc(NC(C)=O)cc2)nc2c1c(=O)[nH]c(=O)n2CC(C)C | 6

Later entries:
SMILES | bovine MsrA act | CendR NRP1 mod | FAS TE block | TbMetRS inhib | SKN-1 block | PABP1 MLLE inh | E coli Lon inh | MT1-MMP act inh | MsrA inhibitor
CN(C)N1C(N)=C(C#N)C(c2cccc(Cl)c2)C2=C1CCCC2=O (stereo not drawn) | -3 | 10 | -4 | 1.4 | 14 | 10 | -9 | 2 | -0.2
Cc1cccc2nc(-c3ccccc3)nc(N3CCC(O)(c4ccc(Cl)cc4)CC3)c12 | -10 | 31* | 36 | -1.2 | -11 | 12 | 8 | -8 | 0.8
CCOc1ccc(S(=O)(=O)NCCC(=O)OC(C)C(=O)N2CCc3ccccc32)cc1 (stereo not drawn) | -1 | 1 | 24 | -1.1 | 4 | 0 | -11 | 2 | 0.1
C=C1[C@@H](O)[C@H](Cc2ccccc2)N(Cc2ccccc2Br)S1(=O)=O | -4 | -7 | -4 | -0.4 | -3 | -10 | 4 | -4 | -0.9
COc1ccc(OC)c(CCNC(=O)c2ccc(NC3=NC4CS(=O)(=O)CC4S3)cc2)c1 (stereo not drawn) | -3 | 1 | -11 | -0.1 | -4 | -109 | -14 | 0 | 1.5
O=C(CC(c1ccccc1)c1ccccc1O)N1CCCC1 (stereo not drawn) | 1 | 5 | -5 | -0.4 | 1 | 7 | -7 | -1 | 0.6
COc1ccc(NC(=O)CN(C)C(=O)Cc2ccc3c(c2)OCCO3)cc1 | 0 | -2 | -5 | -0.1 | 2 | 20 | -3 | -3 | -0.9
O=C(Nc1cc(C(F)(F)F)ccc1N1CCOCC1)c1ccncc1 | -1 | 5 | -2 | 0.4 | 18 | -4 | -3 | -4 | -0.5
Cc1cc(C)c(C)c(S(=O)(=O)NCCCN2CCOCC2)c1C | -3 | -1 | -4 | -0.4 | -8 | 9 | 1 | 1 | 0.6
CS(=O)(=O)N1CCC(C(=O)Nc2ccccc2Cl)CC1 | -2 | -9 | -2 | 0.0 | 10 | -4 | -3 | 6 | 3.2
CCOc1ccccc1N1CC(C(=O)NCCC2=CCCCC2)CC1=O (stereo not drawn) | -1 | -4 | 24 | -0.6 | 14 | 9 | -2 | nt | -0.9
Cc1csc(-c2coc3cc(O)cc(C)c3c2=O)n1 | -8 | -13 | -6 | -0.9 | 4 | 11 | -2 | -2 | 0.0
CC1CN(c2nnc(NC(=O)c3ccccc3)s2)CC(C)O1 (stereo not drawn) | -5 | 12 | -4 | -0.3 | -3 | -4 | -8 | 1 | 0.2
Cc1nc2ccccc2n1CCCOc1ccccc1 | -8 | -8 | -11 | -1.2 | -5 | 3 | 2 | -1 | 0.7
Cc1cc(C)c(C(=O)CN2C(=O)NC3(CCCCC3)C2=O)cc1C | -9 | 1 | -5 | -0.8 | -3 | -2 | 2 | 1 | 0.9
O=C(COc1ccc(Cl)cc1)Nc1ccc2c(c1)OCO2 | 0 | 2 | 10 | 0.0 | 11 | 4 | 5 | 0 | -1.8
O=c1c([N+](=O)[O-])c(N2CCCCCC2)c2ccccc2n1-c1ccccc1 | 0 | -2 | -4 | 0.0 | -12 | 10 | -2 | 0 | 1.4
COC(=O)c1ccccc1SCC(=O)Nc1ccc(N2CCOCC2)cc1 | 1 | -8 | -8 | -0.4 | -8 | 16 | -8 | 1 | 0.7
COc1cccc(C(=O)N2CCN(C3CCN(Cc4ccccc4)CC3)CC2)c1OC | -1 | 0 | -3 | -0.3 | 0 | 2 | -4 | -1 | 3.1
COC(=O)c1ccc(C2/C(=C(/O)c3ccc4c(c3)CC(C)O4)C(=O)C(=O)N2Cc2cccnc2)cc1 (stereo not drawn) | -4 | 14 | 2 | -0.3 | 8 | -4 | -8 | 3 | nt
Cc1nn(-c2ccccc2)c(Cl)c1C(=O)Nc1nnc(C2CCCCC2)s1 | -4 | 10 | 13 | -0.6 | 5 | 9 | 3 | -8 | 0.7
Cc1noc(C)c1COc1ccc(C(=O)OCC(=O)NC23CC4CC(CC(C4)C2)C3)cc1 | -3 | 0 | 13 | -0.4 | 0 | -6 | -5 | 2 | -0.4
COc1cc(NC(=O)C2CCCN(S(=O)(=O)c3ccc4c(c3)oc(=O)n4C)C2)cc(OC)c1 (stereo not drawn) | -1 | -2 | 4 | -0.3 | 4 | 3 | 3 | -6 | -0.3
COc1ccc(NS(=O)(=O)c2ccc(NC(C)=O)cc2)nn1 | -9 | 0 | -9 | 0.2 | -15 | -1 | -5 | -3 | -0.4
Cc1ccc(OC(C)C(=O)Nc2ncc(Cl)cc2Cl)c([N+](=O)[O-])n1 (stereo not drawn) | -2 | -35 | 16 | -0.1 | 1 | 2 | -3 | 3 | -1.5
CCCC(c1nnnn1C(C)(C)CC)N1CCN(C(=O)c2ccco2)CC1 (stereo not drawn) | -3 | 2 | -2 | -0.5 | -1 | 4 | 4 | -4 | -0.2
COc1ccc(Cl)cc1NC(=O)Cc1c(F)cccc1Cl | -2 | -1 | 4 | -0.3 | 4 | -12 | -5 | 3 | 1.5
O=C(Cc1cccc(NC(=O)C2CCN(C(=O)C3CCC3)CC2)c1)Nc1cccc(C(=O)N2CCCCC2)c1 | -2 | -4 | -7 | -0.4 | 0 | 17 | -8 | 3 | 0.3
O=C(c1ccccc1Oc1ccccc1)N1CCN(c2ccccc2)CC1 | -11 | 7 | 8 | -0.6 | -7 | 22 | -4 | 3 | 0.1
COc1ccc(C(=O)CCC(=O)NC2=NCCS2)cc1 | 0 | -16 | -24 | -0.1 | 17 | -11 | -17 | -3 | 0.1
O=C(NCc1ccccc1)C1CCCN(c2cnccn2)C1 (stereo not drawn) | -3 | 12 | -4 | 0.2 | 11 | -8 | 1 | -2 | 1.5
O=C(Nc1ccc(Cc2ccncc2)cc1)C1CCC(N2C(=O)C3C4C=CC(C4)C3C2=O)CC1 (stereo not drawn) | 1 | 3 | 0 | -0.2 | 6 | 3 | -3 | 4 | -0.2
CCCCn1c(N)c(N(CCOC)C(=O)CSc2nnc(-c3ccc(C(C)(C)C)cc3)n2N)c(=O)[nH]c1=O | -2 | 4 | 3 | -0.2 | 13 | -37 | -11 | 5 | 1.0
COC(=O)c1ccc(CN2CCC(Oc3ccc(C(=O)N4CCCCC4)cc3)CC2)cc1 | -1 | 10 | 6 | 0.5 | 10 | 9 | -4 | -2 | 0.5
COc1cccc(Nc2nc(C(N)CC(C)C)cs2)n1 (stereo not drawn) | -1 | 2 | -2 | -0.3 | 24 | -11 | 2 | -5 | -0.3
CCN(CC)c1ncnc2scc(C3COc4ccccc4O3)c12 (stereo not drawn) | -9 | -7 | 19 | -0.9 | -8 | -4 | -4 | -17 | -0.4
CCOc1ccccc1/C=N/NC(=O)C[n+]1ccccc1 | -2 | 7 | -5 | -0.4 | 14 | 16 | 5 | 1 | 1.7
CCOC(=O)[C@]12Cc3c(cc(OC)c(OC)c3OC)[C@H]1N(C1CCCCC1)C(=O)c1cc(OC)ccc12 | -1 | -1 | 50* | 1.8 | 5 | nt | 1 | -19 | 0.8
O=C(CCn1c(=O)[nH]c2ccsc2c1=O)N1CCN(c2ccc([N+](=O)[O-])cc2)CC1 | -2 | 0 | 5 | 2.1 | 14 | -11 | 6 | 1 | 0.6
CC1(c2ccc(OCC#N)cc2)C=C(c2ccc(OCC#N)cc2)n2nc(C(F)(F)F)nc2N1 (stereo not drawn) | -3 | 2 | 37 | -0.2 | 8 | 7 | -4 | -33 | 0.1
CCN1CCCC(NC(=O)c2scc3c2CCCC3)C1 (stereo not drawn) | 1 | 7 | -4 | 0.2 | 5 | 11 | -1 | 3 | -0.6
CCCn1nnc(NC(=O)/C=C/c2ccccc2)n1 | -2 | -9 | -5 | -0.3 | 4 | 10 | 2 | -2 | 0.4
O=C(NCCN1CCN(c2ccccc2Cl)CC1)Nc1ccccc1 | 0 | 1 | -2 | 0.4 | -6 | -5 | 4 | 4 | 1.4
Nc1nc(Nc2ccccc2)nc(C(F)(F)F)n1 | -1 | 5 | 1 | -1.4 | 2 | 7 | -3 | -1 | 0.8
CC(=NNC(=S)N1CCN(c2ccccn2)CC1)c1ccccn1 | -5 | -77 | -7 | -0.5 | 11 | -34 | -19 | -4 | 1.7

Three compounds picked at random from the list so far:
SMILES | bovine MsrA act | CendR NRP1 mod | FAS TE block | TbMetRS inhib | SKN-1 block | PABP1 MLLE inh | E coli Lon inh | MT1-MMP act inh | MsrA inhibitor
CCOc1ccccc1N1CC(C(=O)NCCC2=CCCCC2)CC1=O (stereo not drawn) | -1 | -4 | 24 | -0.6 | 14 | 9 | -2 | nt | -0.9
CC1CN(c2nnc(NC(=O)c3ccccc3)s2)CC(C)O1 (stereo not drawn) | -5 | 12 | -4 | -0.3 | -3 | -4 | -8 | 1 | 0.2
CCCC(c1nnnn1C(C)(C)CC)N1CCN(C(=O)c2ccco2)CC1 (stereo not drawn) | -3 | 2 | -2 | -0.5 | -1 | 4 | 4 | -4 | -0.2
